GAA850 FXN act: activators of GAA850 frataxin (FXN) promoter | HEK293 lucGAA850 FXN promoter luciferase reporter, 24 h; percent of 10 µM SAHA response | activation, % at 6 µM | 0.56% of 360,000 active;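 active means activation above the average of all compounds screened plus 3 SD, cutoff fixed separately per campaign, cut at about 7.5% in these data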;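 further: 0% = DMSO wells and 100% = 10 µM SAHA wells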
ADAM10 inh: inhibitors of human ADAM10; O14672; recombinant ADAM10, EDANS/DABCYL FRET peptide cleavage, 3 h; inhibition, % at 7 µM; 0.62% of 370,000 active; AID 720582;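 active means inhibition above a per-campaign cutoff equal to the mean of compounds falling between control-based bounds plus 3 SD, cut at about 20% in these data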;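 further: 0% = DMSO wells while the 100% control is not disclosed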
Target sequence (O14672 214-748 limits assumed): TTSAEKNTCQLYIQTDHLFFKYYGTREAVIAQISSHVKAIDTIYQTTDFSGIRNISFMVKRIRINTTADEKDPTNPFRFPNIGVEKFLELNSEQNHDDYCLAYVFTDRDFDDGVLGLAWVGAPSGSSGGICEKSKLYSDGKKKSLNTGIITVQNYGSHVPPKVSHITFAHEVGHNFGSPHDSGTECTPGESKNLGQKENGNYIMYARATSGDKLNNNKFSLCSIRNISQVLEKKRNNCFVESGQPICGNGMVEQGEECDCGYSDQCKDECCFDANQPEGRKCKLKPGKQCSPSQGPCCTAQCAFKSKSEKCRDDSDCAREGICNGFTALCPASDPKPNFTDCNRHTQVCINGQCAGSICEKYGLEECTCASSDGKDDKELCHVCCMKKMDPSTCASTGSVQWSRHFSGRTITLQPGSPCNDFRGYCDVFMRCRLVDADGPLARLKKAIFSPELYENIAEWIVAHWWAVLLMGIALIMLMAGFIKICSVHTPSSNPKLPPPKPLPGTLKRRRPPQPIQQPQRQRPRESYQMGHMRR
proKLK7 act: activators of human kallikrein-7 zymogen. AID 652039. P49862. purified proKLK7, EDANS-DABCYL substrate fluorescence; 100% is mature enzyme control, 0% vehicle. 0.9% of 370,000 active. activation, % at 7 µM;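 active means activation above the mean of all tested compounds plus 3 SD, computed per campaign excluding outliers beyond control limits, cut at about 13% in these data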
HGIII-sPLA2 inh: Inhibits HGIII-sPLA2 liposome hydrolysis, primary screen; Q9NZ20; 0.56% of 370,000 active; QFRET BODIPY PC-A2 liposome hydrolysis, fluorescence; inhibition, % at 12.2 µM;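 active means inhibition above mean plus 3 SD of compounds lying within the high and low control bounds, cut at about 19% in these data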;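 further: 0% = median of test compound wells and 100% = no enzyme DMSO wells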
NPR1 activator: GC-A (human) enzyme activation; HEK293 GC-A cells, cGMP TR-FRET, EC30 ANP; 0% at EC30 ANP, 100% saturating ANP; activation, % at 10 µM; P16066; 0.14% of 370,000 active; in the data active means activation above about 40%
NPR2 activator: GC-B (human) receptor activation. HEK293-GC-B cells, CNP EC30, cGMP TR-FRET; 0% at EC30 CNP, 100% saturating CNP. 0.11% of 370,000 active. P20594. activation, % at 10 µM;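 active means activation at 10 µM reaching about 35% in either raw or pattern-adjusted values, limit read from the data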
ASAP1 inh: blocks human ASAP1-stimulated Arf1 GTP hydrolysis | GDP FP detection | AID 624377 | 0.19% of 360,000 active | inhibition, % at 16.5 µM | Q9ULH1; in the data active means inhibition above about 25%;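 further: 0% = vehicle with enzyme and substrate and 100% = no enzyme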
Target sequence (Q9ULH1 325-724 limits assumed): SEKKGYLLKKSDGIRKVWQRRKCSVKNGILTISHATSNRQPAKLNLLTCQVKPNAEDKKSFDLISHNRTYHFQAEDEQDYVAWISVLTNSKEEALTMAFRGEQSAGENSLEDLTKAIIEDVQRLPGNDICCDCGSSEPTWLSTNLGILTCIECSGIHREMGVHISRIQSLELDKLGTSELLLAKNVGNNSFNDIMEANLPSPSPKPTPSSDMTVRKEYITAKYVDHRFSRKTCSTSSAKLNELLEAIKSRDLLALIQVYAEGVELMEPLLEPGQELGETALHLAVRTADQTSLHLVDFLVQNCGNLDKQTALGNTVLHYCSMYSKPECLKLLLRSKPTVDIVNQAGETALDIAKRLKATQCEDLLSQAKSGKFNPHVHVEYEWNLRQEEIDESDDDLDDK
rCAG binder: molecules binding r(CAG) RNA repeats; r(CAG) RNA repeat, TO-PRO-1 dye displacement fluorescence; inhibition, % at 3 µM; AID 651821; 1.3% of 370,000 active;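 active means inhibition above the plate cutoff, the mean of all test compounds on that plate plus 3 SD, cut at about 35% in these data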;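 further: 0% = DMSO alone and 100% = 100 µM mitoxantrone as full dye displacement; higher means more dye released from RNA so lower well fluorescence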
DDE Tn6 FP inh: DD(E)-Tn6 binding inhibition, primary FP screen. P02675. Fibrin DD(E) TRITC-Tn6 fluorescence polarization displacement. inhibition, % at 8.3 µM. 0.21% of 370,000 active. AID 720509;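 active means inhibition above a per-campaign cutoff: mean of compounds within control limits plus 3 SD, cut at about 15% in these data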;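 further: 0% = median of all compound wells on the plate and 100% = blocking peptide control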
ARFGAP1 inh: inhibitors of rat ARFGAP1; Arfgap1-stimulated ARF1 GTP hydrolysis, GDP FP detection; inhibition, % at 16.5 µM; Q62848; 0.26% of 360,000 active;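 active means inhibition above a per-plate limit, mean inhibition of low control wells plus 3 SD, cut at about 25% in these data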;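 further: 0% = DMSO wells with enzyme and 100% = wells lacking Arfgap1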
Target sequence (Q62848 1-136 limits assumed): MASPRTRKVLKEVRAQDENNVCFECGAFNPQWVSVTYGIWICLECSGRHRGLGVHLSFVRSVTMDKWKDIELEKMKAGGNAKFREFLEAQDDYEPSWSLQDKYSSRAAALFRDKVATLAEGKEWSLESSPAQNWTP
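Material: truncated rat Arfgap1 GAP domain; Incubation: compound-enzyme preincubation 20 min, reaction 120 min, detection 60 min, 25 °C; Read-out: percent inhibition of Arfgap1-stimulated GTP hydrolysis; Technique: FP, GDP Alexa 633 tracer displaced from anti-GDP antibody, 620/688 nm; Controls: No-Arfgap1 wells (100%) versus DMSO full-reaction wells (0%); Replication: single well per compound.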
The depositor's hits bear a star; · = no result given. Not a hit list. About 4.5% of those tested had a hit in this group.

| molecule | GAA850 FXN act | ADAM10 inh | proKLK7 act | HGIII-sPLA2 inh | NPR1 activator | NPR2 activator | ASAP1 inh | rCAG binder | DDE Tn6 FP inh | ARFGAP1 inh |
| --- | --- | --- | --- | --- | --- | --- | --- | --- | --- | --- |
| CCOC(=O)Cc1cc(OC)c(OC)cc1Cc1cc(OC)c(OC)cc1CC(=O)OCC | 1.8 | 3.7 | -0.2 | 0.5 | -10.4 | -7.7 | 12.5 | -11.0 | 6.0 | 1.6 |
| CCOC(=O)/C(=C/c1ccc(OC(F)F)cc1)C1=Nn2c(nnc2-c2ccc(Cl)cc2)SC1 | 3.6 | 1.7 | 0.2 | -50.4 | -13.9 | 1.0 | 15.2 | 3.9 | 3.5 | 9.9 |
| Cc1csc(=O)n1CC(=O)OCC(=O)c1c(N)n(C)c(=O)n(C)c1=O | -1.9 | 3.9 | 0.4 | 6.3 | 8.7 | 1.1 | -5.6 | 4.7 | 5.3 | -3.8 |
| CCCCCOC(=O)Nc1nnc(CCCCC)s1 | 1.7 | 3.2 | 0.5 | -4.3 | 3.9 | 3.6 | 7.0 | -3.5 | 2.1 | 10.9 |
| CC(=O)c1c(C)cc(C)c(CSc2ccccn2)c1C | 1.8 | 6.3 | 0.9 | 5.2 | -1.3 | 2.3 | 1.0 | -6.9 | -0.7 | -8.0 |
| O=S(=O)(c1ccc(F)cc1)N1CCCC1 | 2.3 | -9.3 | -0.5 | 10.4 | -2.2 | 2.1 | 6.8 | -1.2 | 3.5 | 5.1 |
| COCc1c(C(=O)N/N=C\c2cccs2)nnn1-c1nonc1N | -1.8 | 0.1 | 0.4 | 0.2 | 1.6 | -3.6 | -3.6 | -1.8 | -8.2 | -4.7 |
| O=C(CN1C(=O)COc2ccccc21)N1CCCC1 | 2.1 | -7.7 | 0.7 | 8.5 | 6.3 | 8.6 | 6.3 | -2.5 | -1.2 | 2.1 |
| Cc1cc(NC(=O)Cn2c(=O)oc3ccccc32)no1 | 0.9 | -1.4 | 0.1 | 0.4 | 1.8 | 2.0 | 6.8 | -0.5 | -2.1 | 0.6 |
| CCOc1ccc(-n2nc3c(=O)[nH]nc(C)c3c2C)cc1 | 0.7 | -0.1 | 0.1 | 0.9 | -0.1 | -3.9 | 6.7 | 0.2 | 0.6 | 3.2 |
| C=CCn1c(N)cc(=O)nc1SCC(=O)N(c1ccccc1)c1ccccc1 | -1.3 | -2.4 | 1.0 | -0.2 | 3.5 | -2.7 | -7.6 | -3.4 | -1.0 | 3.8 |
| CC(C)C[C@H](NC(=O)Nc1ccccc1F)C(=O)O | -3.2 | 12.4 | 0.4 | 0.9 | 2.9 | -1.8 | -6.8 | 1.4 | 3.1 | -8.8 |
| Cc1ccccc1COCCN1CCN(S(=O)(=O)c2ccccc2)CCC1=O | -0.7 | 6.6 | -0.2 | -5.1 | -1.3 | -3.3 | -5.2 | -5.0 | -1.7 | -9.2 |
| O=C(O)C1CCCN1C(=O)Nc1ccc(Cl)cc1 (stereo not given) | 0.1 | -4.0 | 0.6 | -0.4 | -2.7 | 0.1 | -0.3 | -1.9 | 10.4 | 2.3 |
| CCOC(=O)c1nnn(-c2nonc2N)c1-c1cccs1 | 0.2 | -4.3 | -0.1 | 2.0 | -3.9 | -3.9 | -8.5 | -5.1 | -13.2 | 9.5 |
| COc1ccc(N2CCN(S(=O)(=O)c3cc4c(cc3C)N(C(C)=O)CCO4)CC2)cc1 | -1.1 | -2.2 | 1.2 | -4.6 | -0.9 | 0.8 | -13.8 | 3.2 | -1.6 | 7.5 |
| CC(C)c1ccc(C(=O)NC(=S)Nc2ccc3[nH]c(=O)[nH]c3c2)cc1 | 0.6 | 4.6 | 0.2 | 7.3 | -13.6 | -5.1 | 15.3 | 4.0 | -2.9 | 0.0 |
| Cc1cccc(N(C)S(=O)(=O)c2ccc3c(c2)CCC(=O)N3)c1 | -1.1 | 1.2 | -0.2 | -1.4 | -3.5 | 1.1 | -3.3 | 2.3 | -3.2 | -0.9 |
| Cc1ccc(OCCC(=O)N(CC(=O)Nc2ccccc2C(F)(F)F)Cc2ccco2)cc1 | 1.6 | 0.5 | 0.0 | -8.3 | -1.5 | -1.5 | -7.7 | -4.7 | 0.6 | -0.8 |
| Cc1ccc(C)c(S(=O)(=O)Nc2cccc(-n3cnnn3)c2)c1 | 0.6 | 0.7 | 0.2 | -18.5 | 0.8 | -1.9 | 2.6 | 4.1 | 3.1 | 5.0 |
| CCN(CC)C(=O)CSc1nnc2nnc3cc(OC)ccc3n12 | 0.1 | 8.0 | 1.8 | -8.7 | -1.6 | -3.9 | -4.4 | -24.1 | 2.1 | 16.0 |
| Cc1cs/c(=N\N=C\c2cccc([N+](=O)[O-])c2)n1Cc1ccco1 | 7.0 | 1.1 | 0.3 | 6.2 | 4.8 | 1.3 | -17.2 | 0.6 | 3.6 | 0.7 |
| CCOc1c(Br)ccc2c1sc1nc[nH]c(=O)c12 | 0.8 | 1.2 | -0.2 | -13.2 | -2.3 | -15.7 | 16.0 | 14.2 | -3.5 | -4.5 |
| NS(=O)(=O)c1cc(Br)c2c(c1)S(=O)(=O)NCN2 | -1.1 | -2.0 | 0.7 | 0.4 | -0.4 | -2.7 | -1.2 | 2.8 | 0.1 | -6.1 |
| CC(C)(C)NS(=O)(=O)c1ccc(NC(=O)C2CCCCC2)cc1 | 5.4 | 0.9 | -0.1 | -9.4 | -3.1 | 3.6 | -4.0 | -3.0 | 1.0 | 10.6 |
| O=C(CCl)Nc1ccc2c(c1)OCO2 | -3.4 | -1.4 | -0.1 | 12.0 | -2.0 | 4.2 | -3.8 | 1.1 | -1.9 | 0.0 |
| COCCn1c(C)cc(C(=O)COC(=O)/C=C/c2ccc(OC)cc2OC)c1C | 1.1 | -26.1 | -0.4 | -4.1 | 3.0 | -2.5 | 4.8 | 1.5 | -3.5 | 7.9 |
| Nc1nc(Cl)cc(N2CCOCC2)n1 | 1.8 | 0.6 | -0.3 | 2.7 | 4.9 | -1.3 | -7.8 | 3.7 | 1.6 | 4.4 |
| COc1ccccc1OC(C)C(=O)NNC(=S)NC1CCCC1 (stereo not given) | -1.0 | -4.5 | 0.2 | 6.1 | 2.1 | -1.4 | 8.4 | -2.9 | 2.5 | 5.3 |
| S=c1nc(COc2ccccc2)[nH]c2ccccc12 | 1.4 | 4.2 | 0.6 | 8.6 | 4.3 | -2.0 | 4.3 | 12.8 | -1.6 | 8.6 |
| C#CCN1C(=O)C(O)(CC(=O)c2ccc3c(c2)OCCO3)c2ccccc21 (stereo not given) | 0.9 | -2.2 | 0.2 | 6.2 | 2.7 | 1.8 | -1.8 | 5.8 | -1.6 | 4.5 |
| COC(=O)c1ccc(COC(=O)CNC(=O)CNC(=O)c2ccc(C)cc2)cc1 | 0.2 | 0.1 | 0.4 | 5.9 | 0.7 | 2.7 | -9.8 | -5.7 | -4.5 | 6.4 |
| Cc1cc(C)n2nc(S(=O)(=O)Nc3c(Cl)cccc3Cl)nc2n1 | -1.5 | 7.4 | -0.2 | 4.5 | 0.0 | 0.7 | -4.5 | -1.7 | -0.1 | 10.6 |
| Cc1cc(F)ccc1S(=O)(=O)Nc1ccccc1C(=O)Nc1ncn[nH]1 | 1.6 | -276.4 | -8.0 | -17.0 | -2.5 | -1.2 | 4.7 | 10.7 | -1.3 | 15.2 |
| N#C/C(=C/c1ccco1)c1nc2ccccc2s1 | 7.7* | -4.2 | -0.1 | -11.2 | -4.4 | -3.1 | -2.0 | 0.6 | -0.7 | 5.3 |
| CCCCCC(=O)NNC(=O)c1ccc(-c2ccccc2)cc1 | 1.8 | -9.0 | -0.1 | -22.2 | 4.6 | -2.7 | 1.6 | -2.5 | -4.3 | -7.7 |
| COc1cc(NC(=O)COC(=O)CO/N=C(\C)c2ccc3c(c2)OCO3)cc(OC)c1OC | 0.3 | -5.5 | 0.2 | 12.0 | -2.6 | -4.6 | 8.7 | -6.0 | -1.9 | -9.9 |
| Cc1[nH]n(-c2ccc(Cl)cc2)c(=O)c1N=Nc1cccnc1 | 1.5 | 2.1 | -0.3 | -3.5 | 8.0 | -7.6 | -6.6 | 1.1 | -0.8 | -17.4 |
| CC1=NCCN1CCNC(=O)Nc1ccc(C(C)(C)C)cc1 | 0.8 | -2.1 | 0.3 | 11.2 | 4.0 | 3.2 | -4.3 | 1.1 | 7.5 | 10.6 |
| Cc1ccc(NC(=O)CC(C)c2ccccc2)cc1S(=O)(=O)N1CCOCC1 (stereo not given) | -3.2 | 3.2 | -0.6 | -15.7 | 0.5 | 2.0 | 9.0 | -0.1 | -0.1 | 6.0 |
| CC(C)c1cc(C(C)C)c(S(=O)(=O)N2CCCC(C(=O)N3CCN(Cc4ccccc4)CC3)C2)c(C(C)C)c1 (stereo not given) | · | 5.4 | 0.5 | -3.3 | 2.4 | -3.0 | · | 7.2 | 12.2 | · |
| Cn1c(=O)cc(OCC(=O)N2CCN(c3ccccc3F)CC2)c2ccccc21 | 2.4 | 6.6 | -0.4 | 0.9 | 0.5 | -0.2 | 6.1 | -1.2 | 2.3 | -3.9 |
| Cc1c(N(C(=O)Cc2cccs2)C2(C(=O)NC3CCCC3)CCCCC2)c(=O)n(-c2ccccc2)n1C | -1.1 | 1.1 | 0.3 | 1.2 | 2.5 | 0.8 | 5.1 | 1.6 | 2.5 | -6.3 |
| CC(=O)Nc1cccc(NC(=O)Nc2ccc(C)c(Cl)c2)c1 | 1.9 | 12.1 | 0.4 | -13.1 | -11.8 | -5.5 | 0.6 | 7.2 | -0.2 | 1.7 |
| Cc1noc(C)c1COc1ccccc1C(=O)N1CCN(S(=O)(=O)c2ccc(C(C)C)cc2)CC1 | -1.8 | -8.3 | -0.4 | 5.8 | -4.2 | -4.1 | 11.3 | 0.5 | 7.4 | -3.6 |
| CCn1c(CNC(=O)c2ccco2)nnc1SCC(=O)Nc1cc(C(F)(F)F)ccc1Cl | -2.0 | 4.3 | -0.1 | -4.2 | -1.9 | -4.7 | -26.0 | -3.2 | -4.0 | -9.9 |
| Cc1cccc(-c2cccc3c4c([nH]c23)[C@@H]2C[C@H]3[C@@H](CN2CC4)[C@H](C)ON3C)c1 | · | -41.6 | 2.2 | -7.4 | -3.7 | 1.5 | · | 4.8 | -1.5 | · |
| CC(=O)c1ccc(N2CCN(C(=O)/C=C/c3ccc(S(=O)(=O)NCc4ccco4)cc3)CC2)cc1 | -2.5 | -7.3 | -1.4 | -15.8 | -2.8 | 0.1 | -3.0 | 3.8 | 0.4 | 3.9 |
| O=S(=O)(NCc1ccccc1)c1cnc[nH]1 | 1.1 | -2.3 | -0.4 | -2.5 | 0.8 | 6.4 | 2.6 | 0.9 | 3.9 | 11.1 |
| CC(C)CN(CC(C)C)S(=O)(=O)N1CCC(C(=O)N2CCc3ccccc3C2)CC1 | 1.4 | 6.0 | 0.1 | -0.5 | 2.2 | 3.5 | 11.8 | 3.5 | -0.5 | 7.5 |
| CC1=CC(C)(C)N(C(=O)CN2C(=O)c3ccccc3C2=O)c2ccc(C)cc21 | 0.7 | -5.0 | 0.3 | -0.4 | -3.4 | -1.8 | 4.2 | -2.5 | 0.4 | -5.6 |
| COc1ccc([N+](=O)[O-])cc1NC(=O)c1ccccc1SC | 2.2 | 2.2 | -0.5 | -0.4 | 3.4 | -4.6 | -5.5 | 1.8 | 9.8 | 4.8 |

Screens (PubChem)
